EWS-Fli block = blocks EWS/Fli oncoprotein-driven transcription; A673 NR0B1-luciferase reporter, viability-normalised; inhibition, % at 12.6 µM; 350,000 compounds, 0.67% hits; AID 651661;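 active = mean inhibition of at least 50% after viability correction, with every replicate also passing that limit; inconclusive = mean reaches 50% but only one of two replicates passes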;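 also: firefly luciferase signal divided by Alamar Blue viability fluorescence both relative to DMSO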
FN deposition inh = fibronectin deposition inhibition | AH1F fibroblasts, Alexa488-fibronectin deposition fluorescence, overnight | inhibition, % at 12.6 µM | 350,000 compounds, 0.086% hits | AID 743247;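 active = mean inhibition across replicates of 30% or more, regardless of how many single replicates reach that level; inconclusive = mean under 30% yet at least half of replicates reach 30%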;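 also: positive control wells lacked labelled fibronectin entirely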
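Schedule: 1 h cell adhesion before compound, then overnight fibronectin incubation; test system: AH1F fibroblast monolayer depositing Alexa488-labelled fibronectin into matrix; quantity: 10000 AH1F cells per well; probe or stimulus: fluorescent fibronectin at 24 nM final; signal: fluorescence, ex 485 nm, em 525 nm; evaluation: percent inhibition as loss of matrix-bound fibronectin fluorescence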
PGC1a acetyl inh = PGC1a acetylation modulation, inhibitor mode; 350,000 compounds, 0.17% hits; U2OS PGC1a acetylation, AlphaScreen anti-acetyl-lysine; with virally co-expressed GCN5 acetyltransferase; inhibition, % at 15.6 µM;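 active = every replicate shows inhibition of at least 40%; inconclusive = mean inhibition at least 40% but some replicate below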;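 also: 0% = neutral control wells and 100% = positive control wells; some results beyond the cut were filed as inactive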
PAX8 reporter = lowers PAX8-driven luciferase in RMG-I cells; RMG-I TPO-luciferase reporter, SteadyGlo, 24 h; 360,000 compounds, 1.2% hits; inhibition, % at 12.6 µM; AID 652154;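 active = mean replicate inhibition at least 60% with every replicate also reaching 60%; inconclusive = only one of the two criteria is met; inactive = mean below 60% and not all replicates reaching 60%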;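 also: luciferase light reporting Pax8 driven TPO promoter activity; plate controls were median of neutral control wells for no effect and mitoxantrone controls for full effect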
PglD DTNB = inhibitors of Campylobacter jejuni PglD acetyltransferase; inhibition, % at 12.5 µM; 360,000 compounds, 0.098% hits; purified PglD enzyme, DTNB colorimetric CoA detection; in the data active = inhibition above about 16%, passing the limit was not always enough; inconclusive = no clear call, values can overlap the other calls; also: strong numbers were not always called active
S100A4 inh HTS = S100A4-myosin IIA interaction inhibition; P26447; S100A4/TAMRA-MyoIIA peptide fluorescence polarization; inhibition, % at 10.7 µM; 360,000 compounds, 0.14% hits;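 active = mean inhibition of at least 70% across replicates, with every replicate also reaching that level; inconclusive = mean inhibition reaches 70% but some replicates fall short; inactive = mean inhibition below 70%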
Target sequence (P26447 whole entry, looked up): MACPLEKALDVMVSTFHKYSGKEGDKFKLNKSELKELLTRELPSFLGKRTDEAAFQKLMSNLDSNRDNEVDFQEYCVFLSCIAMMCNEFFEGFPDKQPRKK
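Material: human S100A4 monomer with TAMRA-labelled myosin IIA peptide; buffer or medium: HEPES pH 7.2 with CaCl2, KCl, NaCl, DTT, Triton; compound dosing: one concentration per compound; schedule: 5 min incubation before reading; benchmarks: neutral control DMSO, positive control TFP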
LGR2 inh = blocks bursicon-induced cAMP signaling via Drosophila LGR2. inhibition, % at 9.99 µM. HEK293 LGR2, CRE-luciferase, bursicon-stimulated, 4 h. 380,000 compounds, 0.35% hits. AID 720647;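 active = drop in luminescence signal, shown as inhibition above about 50% in the replicate tests, limit read from the data, passing the limit was not always enough; inconclusive = probably only some replicates passing the limit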;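 also: agonist challenge used bursicon conditioned medium at about half maximal strength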
ERAP1 HTS inh = inhibitors of human ERAP1 aminopeptidase; Q9NZ08; recombinant ERAP1, Leu-AMC fluorescence, 60 min; inhibition, % at 10.7 µM; 340,000 compounds, 0.15% hits;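 active = mean replicate inhibition of at least 30%, or all replicates individually reaching that 30% level; inactive = mean below 30% and not every replicate reaching it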;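 also: 0% = neutral control wells and 100% = L-leucinethiol positive control wells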
Target sequence (Q9NZ08 whole entry, looked up): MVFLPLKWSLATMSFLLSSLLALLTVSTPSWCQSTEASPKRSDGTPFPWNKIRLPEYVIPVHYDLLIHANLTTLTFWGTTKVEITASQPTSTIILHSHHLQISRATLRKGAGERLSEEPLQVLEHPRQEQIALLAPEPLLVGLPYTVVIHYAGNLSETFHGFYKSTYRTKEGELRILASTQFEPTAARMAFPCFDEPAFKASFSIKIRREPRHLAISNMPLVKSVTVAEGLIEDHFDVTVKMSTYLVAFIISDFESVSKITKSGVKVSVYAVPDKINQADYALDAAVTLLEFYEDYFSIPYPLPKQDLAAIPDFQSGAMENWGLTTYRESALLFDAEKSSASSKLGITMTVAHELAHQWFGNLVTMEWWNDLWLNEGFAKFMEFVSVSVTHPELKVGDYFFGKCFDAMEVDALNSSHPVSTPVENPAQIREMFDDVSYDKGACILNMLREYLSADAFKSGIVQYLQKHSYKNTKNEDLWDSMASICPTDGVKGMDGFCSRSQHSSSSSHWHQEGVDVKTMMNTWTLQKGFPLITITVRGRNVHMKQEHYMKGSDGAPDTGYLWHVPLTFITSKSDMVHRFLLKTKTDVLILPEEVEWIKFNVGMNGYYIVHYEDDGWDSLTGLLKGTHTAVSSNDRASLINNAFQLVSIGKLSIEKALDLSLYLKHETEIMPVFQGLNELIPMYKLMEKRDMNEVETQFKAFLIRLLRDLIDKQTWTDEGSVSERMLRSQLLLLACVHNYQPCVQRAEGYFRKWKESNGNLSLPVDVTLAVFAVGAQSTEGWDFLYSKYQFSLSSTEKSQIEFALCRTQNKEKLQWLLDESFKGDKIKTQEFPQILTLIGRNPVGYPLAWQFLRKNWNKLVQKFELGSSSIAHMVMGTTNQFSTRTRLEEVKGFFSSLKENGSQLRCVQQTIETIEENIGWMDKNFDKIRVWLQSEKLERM
An asterisk follows results filed as active; ? = inconclusive; · = not tested or not shown.

SMILES | EWS-Fli block | FN deposition inh | PGC1a acetyl inh | PAX8 reporter | PglD DTNB | S100A4 inh HTS | LGR2 inh | ERAP1 HTS inh
CN(C)CCn1c(=O)n(Cc2ccco2)c(=O)c2c3c(sc21)CCCCC3 | · | -6 | -7 | · | 0 | · | -43 | ·
COCC(=O)N1CC(=O)N2[C@H](C1)[C@@H](c1ccc(C#Cc3cccnc3)cc1)[C@@H]2CO | -9 | · | 6 | -22 | · | -6 | 12 | -3
O=C(Cn1cc(C(F)(F)F)ccc1=O)Nc1cccc(S(=O)(=O)N2CCOCC2)c1 | -10 | 0 | 0 | -3 | 6 | -1 | 14 | 3
O=C(NC1CCCC1)N1CC(=O)N2[C@@H](CO)[C@H](c3ccc(/C=C/c4ccccc4)cc3)[C@@H]2C1 | -8 | · | -2 | · | · | 9 | 24 | -1
O=C(Nc1nccs1)C1CCCN1/C=C/C(=O)C(F)(F)F (centres undefined) | -2 | 6 | -4 | -1 | -1 | 4 | 1 | 1
O=C(CN1C(=O)NC2(CCc3ccccc32)C1=O)Nc1ccc(Cl)cc1F (centres undefined) | 11 | 6 | · | -4 | -2 | -5 | 14 | -2
C[C@H](O)[C@@H]1CN2CCc3c([nH]c4ccccc34)[C@@H]2C[C@@H]1N(C)C(=O)NC1CCCCC1 | 2 | 2 | 6 | 21 | · | 10 | -4 | 1
C/C(=N/NC(=O)c1ccncc1)c1cc2ccc(O)cc2oc1=O | 5 | -9 | · | 23 | · | -15 | 14 | -146
CCCCn1c(N)c(N(CCC(C)C)C(=O)CC2CCCC2)c(=O)[nH]c1=O | -6 | -5 | · | -4 | · | -1 | 2 | -1
COc1ccc(Cc2nc3ccc(C(=O)NCc4cc(C)no4)cc3o2)cc1 | -108 | 0 | 2 | · | -1 | -3 | -75 | -4
O=C(CN1CCCc2ccccc21)Nc1cccc(S(=O)(=O)N2CCOCC2)c1 | 5 | 2 | · | 17 | 1 | 6 | -19 | -17
COCC(=O)N1CCCCN2[C@H](CO)[C@@H](c3ccc(-c4ccc(C)cc4)cc3)[C@@H]2C1 | 6 | · | 3 | 2 | -4 | -2 | -4 | -2
COCC#Cc1cnc2c(c1)C(=O)N([C@H](C)CO)C[C@H](C)[C@H](CN(C)C)O2 | 1 | -7 | -1 | · | 1 | 12 | 8 | 2
CCn1c(=O)c(-c2cc(=O)[nH][nH]2)c(O)c2ccccc21 | -4 | -2 | 9 | 8 | -6 | -5 | 0 | -5
CCC(=O)Nc1ccc2c(c1)C(=O)N(C)C[C@@H](OC)[C@H](C)CN(Cc1ccccc1F)[C@H](C)CO2 | -7 | -11 | 9 | 5 | -2 | -17 | 0 | 4
C[C@@H]1CN([C@H](C)CO)C(=O)Cc2cc(N(C)C)ccc2O[C@@H]1CN(C)Cc1ccc(-c2ccccc2)cc1 | 0 | -2 | -37 | -9 | 9 | -2 | -3 | -1
O=C(NCc1ccccc1Cl)c1cnc2n(c1=O)CCS2 | -2 | 5 | 13 | 6 | 2 | 2 | -3 | -2
Cc1ccc(S(=O)(=O)N(C)CC(=O)OCC(=O)N2CC(=O)Nc3ccccc32)cc1 | 15 | 1 | · | -7 | · | 10 | 5 | 5
Cc1nn(CC#N)c(=O)n1-c1ccc(F)cc1 | · | 1 | -4 | 5 | -1 | · | · | ·
CN(C)CCCN(Cc1ccccc1)C(=S)Nc1ccc(F)c(Cl)c1 | 12 | -4 | 2 | -3 | · | -8 | 12 | 0

Arranged by the number under ERAP1 HTS inh (rising): some entries from above.
SMILES	PGC1a acetyl inh	PglD DTNB	S100A4 inh HTS	LGR2 inh	ERAP1 HTS inh
O=C(NC1CCCC1)N1CC(=O)N2[C@@H](CO)[C@H](c3ccc(/C=C/c4ccccc4)cc3)[C@@H]2C1	-2	·	9	24	-1
CN(C)CCCN(Cc1ccccc1)C(=S)Nc1ccc(F)c(Cl)c1	2	·	-8	12	0
Cc1ccc(S(=O)(=O)N(C)CC(=O)OCC(=O)N2CC(=O)Nc3ccccc32)cc1	·	·	10	5	5

Next section:
SMILES | EWS-Fli block | FN deposition inh | PGC1a acetyl inh | PAX8 reporter | PglD DTNB | S100A4 inh HTS | LGR2 inh | ERAP1 HTS inh
CC(OC(=O)CN1C(=O)COc2ccccc21)C(=O)NCc1ccc(F)cc1 (centres undefined) | -6 | -3 | -5 | 11 | -5 | -2 | 30 | -4
Cc1cc(OCc2cc(C(=O)N(C)CCCN3CCOCC3)no2)cc(C)c1Cl | · | -1 | -19 | -20 | 3 | 3 | -5 | -3
Cc1onc(-c2ccccc2Cl)c1C(=O)OCC(=O)c1ccc[nH]1 | -11 | 0 | -14 | 3 | 4 | -3 | -17 | 3
O=C(Nc1ccc(-n2cc(Br)cn2)cc1)c1ccncc1 | -31 | -2 | · | -12 | 2 | -2 | -10 | -4
COc1cc(C2NC(=O)NC(C)=C2C(C)=O)ccc1O (centres undefined) | -11 | -1 | 7 | 14 | 7 | 5 | 7 | -4
COc1ccccc1NC(=S)N(Cc1ccc(C)cc1)Cc1ccccn1 | 4 | 3 | 0 | 8 | 2 | 4 | 22 | -2
O=C(NCc1cc(F)cc(F)c1)[C@@H]1[C@@H](CO)[C@@H]2Cn3c(cccc3=O)[C@H]1N2C(=O)c1ccccn1 | 5 | · | · | -7 | · | 5 | -3 | 0
CCN(CC)c1ccc(NC(=O)C2CCCC2)cc1 | -56 | -2 | · | -70 | -8 | 2 | · | 3
CC(C)C(O)(CC#CCN1CCCC1)c1ccccc1 (centres undefined) | -3 | 3 | -6 | 4 | · | -2 | -31 | 5
COc1ccc(N(CC(=O)NCc2ccc(Cl)cc2)S(=O)(=O)c2c(C)n[nH]c2C)cc1 | 6 | -3 | -3 | -17 | -1 | 2 | 4 | -2
COc1cccc(N2CCN(C(=O)c3cccc(NC(=O)C4=C(C)OCCS4)c3)CC2)c1 | -1 | 2 | 2 | -2 | 4 | 0 | 0 | 1
O=S1(=O)CC(N2CC=CC2)CN1Cc1ccccc1 (centres undefined) | -12 | -14 | 1 | -8 | 2 | -4 | 4 | 21
COc1cccc(OC)c1OCCCOc1cccc2cccnc12 | -94 | · | 8 | -130 | -1 | -2 | -59 | 3
COc1ccc(C=Nc2cccc3ncccc23)cc1 | -16 | -15 | · | -1 | 1 | -17 | 21 | -2
COc1cc2c(C(=O)NCCCN3CCN(c4cccc(Cl)c4)CC3)cn(C)c(=O)c2cc1OC | · | 0 | 6 | 11 | -4 | · | · | ·
CC(=O)Nc1cccc(NC(=O)c2ccc3c(c2)CCN3S(C)(=O)=O)c1 | -1 | -1 | -2 | -7 | 2 | 4 | 3 | -1
C[C@@H]1CCCCO[C@H](CN(C)S(=O)(=O)c2cn(C)cn2)[C@@H](C)CN([C@H](C)CO)C(=O)c2cc(NC(=O)Nc3cccc4ccccc34)ccc2O1 | -8 | · | 7 | -4 | 2 | -2 | 5 | -2
O=C(Nc1ccc(Oc2ccccc2)nc1)C1CCN(Cc2cccc(F)c2)CC1 | · | 14 | 4 | 21 | -1 | -5 | 5 | 2
CO[C@@H]1CN(C)C(=O)c2cc(NC(=O)c3ccccc3F)ccc2OC[C@@H](C)N(CC2CCOCC2)C[C@@H]1C | -5 | -19 | -12 | · | -3 | -15 | 14 | 3
COc1ccc(NC(=O)Nc2ccc3c(c2)CC(=O)N([C@H](C)CO)C[C@@H](C)[C@@H](CN(C)C(=O)Nc2ccc4c(c2)OCO4)O3)cc1 | -17 | · | 7 | -19 | -2 | 1 | 7 | 0
COc1ccc(C2CC(c3ccccc3)=NN2C(=O)COC(=O)CNC(=O)c2ccccc2)cc1 (centres undefined) | -5 | -15 | -7 | -14 | -4 | 3 | 4 | 1
CCSc1nnc(NC(=O)COc2ccccc2)s1 | -8 | · | 3 | · | 0 | -1 | -16 | -1
COc1ccc(CNC(=O)CN(c2cccc(OC)c2)S(C)(=O)=O)cc1 | · | · | -12 | · | 6 | -2 | 7 | -2
O=C(NC1CCCN(CCc2ccccc2)C1)C1CCCC1 (centres undefined) | 12 | -2 | 12 | 5 | -3 | -2 | 5 | -4
CCc1nc2ccc(C(=O)N(C)Cc3ccccc3)cn2c1N(CC)Cc1cccc(Br)c1 | 13 | -8 | · | 8 | -4 | -5 | -7 | 8
Cc1cc(CNC(=O)COc2ccc(F)cc2F)c2ccccc2n1 | -9 | -3 | 8 | -16 | · | 2 | -21 | 4
CNC(=O)c1cc(S(=O)(=O)NCc2ccncc2)ccc1OC | · | 1 | · | -5 | -4 | 0 | -4 | -2
NNC(=O)CS(=O)(=O)CS(=O)(=O)CC(=O)NN | 1 | -12 | · | 5 | · | 1 | -8 | 0
O=C(Cn1nnc(-c2cc(C(F)(F)F)cc(C(F)(F)F)c2)n1)NNC(=S)Nc1ccc(Cl)cc1 | 11 | -1 | -12 | 3 | · | 1 | -6 | 5
COC1OC(CO)C(N=C(C)C)C1O (centres undefined) | -6 | -2 | -7 | · | -2 | -7 | · | -5
COc1ccc(S(=O)(=O)N[C@H]2CC[C@H](CCn3cc(-c4cccc(F)c4)nn3)O[C@@H]2CO)cc1 | 6 | · | -6 | 29 | 1 | 27 | -8 | ·
O=C1Nc2ccc(F)cc2C12OCCO2 | -11 | 5 | · | -23 | 5 | -2 | -17 | 2
CN(C)CCCNc1nc2cc(-c3ccsc3)sc2c(=O)n1C | -6 | 7 | -6 | -1 | 0 | -4 | -28 | -2
O=C(COC(=O)COc1ccccc1F)NC1CC1 | -2 | 2 | 6 | -9 | 9 | 1 | 1 | 2
Cc1ccc(S(=O)(=O)N2C[C@@H](O)COC[C@H]3O[C@H](CC(=O)NCC4CCCCC4)CC[C@@H]32)cc1 | 2 | -2 | -1 | 11 | 3 | 6 | -1 | 2
CC(=O)N(C)C[C@@H]1Oc2cc(Br)ccc2S(=O)(=O)N([C@@H](C)CO)C[C@H]1C | -2 | -3 | 0 | · | -1 | -25 | 11 | 0
O=C1CCCC2=C1C1c3ccccc3C(=O)N1c1ccc(C(=O)c3ccccc3)cc1N2 (centres undefined) | · | · | · | · | 1 | -1 | 3 | -1
C[C@@H]1CN([C@@H](C)CO)C(=O)c2ccccc2-c2ccccc2CO[C@@H]1CN(C)C(=O)Nc1cccc(Cl)c1Cl | 5 | -20 | ? | -4 | · | -13 | 12 | -2
O=C(c1cccc(Br)c1)N1CCN(S(=O)(=O)N2CCOCC2)CC1 | 1 | -1 | -8 | -8 | · | 2 | · | -1
Cc1ccc(S(=O)(=O)NNC(=O)c2cccs2)c(C)c1 | 4 | -6 | 5 | 3 | -3 | -1 | 16 | -1
COc1ccc(CN(C)C(=O)/C=C/c2ccc(S(=O)(=O)N3CCCCCC3)cc2)cc1 | 20 | 2 | -14 | 33 | 0 | 1 | 1 | 2
Cc1ccc(NC(=O)CN(C)CC(=O)Nc2ccc(N3CCOCC3)cc2)c([N+](=O)[O-])c1 | 4 | 7 | · | -12 | · | · | -9 | ·
CC1CN(c2nc3ccccc3cc2-c2ccccc2)CC(C)O1 (centres undefined) | 2 | -8 | -8 | -18 | · | 18 | 5 | -3
O=C(NC1CCCCCC1)c1ccc(CS(=O)(=O)Cc2ccccc2F)o1 | · | -15 | 4 | -5 | -4 | -1 | 1 | -2

High-throughput results: PubChem, Broad Institute

Rows are unselected; overall some 2.1% were active at least once.
